Assay outcomes (PubChem BioAssay)
EP2 antag – inhibitors of human EP2 prostaglandin E2 receptor | hit rate 0.52% among 260,000 | P43116 | AID 1422 | C6 glioma cells expressing human EP2, cAMP TR-FRET; cells stimulated with saturating PGE2 | inhibition, % at 25 µM;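 active = percent inhibition above 40 after rounding to a whole number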;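 note: rat C6 glioma host cells with rolipram phosphodiesterase inhibitor present; the protocol text gives 20 µM as final concentration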
Target sequence (P43116 whole entry, looked up): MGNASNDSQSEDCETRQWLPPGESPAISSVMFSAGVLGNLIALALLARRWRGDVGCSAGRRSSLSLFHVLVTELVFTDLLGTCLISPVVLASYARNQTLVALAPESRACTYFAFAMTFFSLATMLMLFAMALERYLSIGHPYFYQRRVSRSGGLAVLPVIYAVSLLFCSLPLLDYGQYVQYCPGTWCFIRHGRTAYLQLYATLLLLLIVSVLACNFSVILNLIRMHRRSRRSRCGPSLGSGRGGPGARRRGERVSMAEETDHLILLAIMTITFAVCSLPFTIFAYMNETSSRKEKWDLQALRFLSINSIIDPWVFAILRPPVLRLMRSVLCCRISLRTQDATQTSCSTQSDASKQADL
The depositor's hits bear a star.

SMILES	EP2 antag
CCN(CC)C(=O)CSc1nc(C(C)(C)C)nc2ccccc12	6.2
Cc1cccc(C)c1NC(=O)CSc1nc(O)cc(=O)[nH]1	6.8
Cc1cccnc1Nc1nc(-c2cc3ccccc3oc2=O)cs1	10.8
CCc1ccc2[nH]c(=O)c(CN(Cc3cccnc3)S(=O)(=O)c3c(C)cc(C)cc3C)cc2c1	11.6
CC(C)c1cc(C(=O)N[C@@H](Cn2nc(-c3cccs3)ccc2=O)C(C)C)on1	8.4
C=C(/C=C(\NC(=O)c1ccccc1)C(=O)N1CCC(N2CCCCC2)CC1)S/C=C\C	16.1
C[C@H](Cn1nnc2ccccc21)NC(=O)c1n[nH]c(=O)c2ccccc12	10.1
Cc1nc(CN2CCCCC2)c(O)c(=O)[nH]1	8.1
COc1ccc(CN2CCC(O)(c3ccccc3)C2)cc1Cn1cccn1 (configuration not stated)	6.7
CCc1cc2cc(C)cc(C)c2nc1SCC(=O)Nc1ccccc1OC	13.7
O=C(O)/C(Cc1ccnc2ccccc12)=N\O	4.1
COc1ccc(C(=O)[C@H]2CCCN(C(=O)c3cc(C4CC4)[nH]n3)C2)cc1	5.7
COc1ccc(OC)c(/C=C2\C(C)=C(C#N)c3nc(N)c(C#N)c(C)c32)c1	7.0
CC(C)c1ccc(-c2nc(C(N)=O)c3[nH]c(=O)n(CC4CCCO4)c3n2)cc1 (configuration not stated)	5.1
CCOCCCNS(=O)(=O)c1ccc2c(c1)NC(=O)C(C)O2 (configuration not stated)	4.8

Continued, overlapping the part above by 2 compounds.
SMILES	EP2 antag
CC(C)c1ccc(-c2nc(C(N)=O)c3[nH]c(=O)n(CC4CCCO4)c3n2)cc1 (configuration not stated)	5.1
CCOCCCNS(=O)(=O)c1ccc2c(c1)NC(=O)C(C)O2 (configuration not stated)	4.8
C1=CC2=Nc3cccc[n+]3CN2C=C1	10.5
COC(=O)COc1ccc(/C=C2/Sc3ccccc3C2=O)cc1	3.3
CC(=O)c1cc(C(=O)NC2(c3cccc(F)c3)CCCC2)cs1	6.0
Cc1cccc2cc(C#N)c(SCC(=O)Nc3ccc(N4CCOCC4)cc3)nc12	18.6
O=c1[nH]c2ccc(S(=O)(=O)Nc3ccccc3)cc2o1	8.5
Cc1nc(NC(=O)CSc2nnc3c(C)cc4cc5c(cc4n23)OCCO5)sc1C	40.1*
CCC(C)(C)NC(=O)CN(Cc1ccco1)C(=O)C(=O)Nc1ccc2c(c1)OCCO2	7.6
COC(=O)C1=C[C@@H](C(=O)OC)[C@@H]2C3=C(C(=O)C2(C)C)[C@H](c2ccccc2)[C@@H]2C(=O)N(C)C(=O)[C@@H]2[C@@H]3C1	10.6
Cc1cc(C)c2cc(CN(CC3CCCO3)C(=O)c3ccccc3)c(=O)[nH]c2c1 (configuration not stated)	13.2
Cc1c(Cl)cccc1NC(=O)C1CCCO1 (configuration not stated)	10.9
Cc1ccc(C(=O)NCCCN2CCOCC2)cn1	21.3
CCCc1nc2ccccc2c(=O)n1CCc1ccccc1	9.5
CC(C(=O)NC1CCCC1)N(Cc1ccc2c(c1)OCO2)C(=O)Cn1nnc(-c2ccc(F)cc2)n1 (configuration not stated)	13.0
COc1ccc(NC(=O)C2=C(C)NC(=O)NC2c2cccc(O)c2)cc1 (configuration not stated)	9.6
Cc1cc(C)cc(OCC(=O)N2CCOCC2)c1	3.3
Cc1cc(C)c2cc(CN(Cc3cccnc3)Cc3nnnn3C3CCCCC3)c(=O)[nH]c2c1	18.9
COc1ccc2c(=O)c(CC(=O)O)coc2c1	12.5
COc1ccc(N(C(=O)c2csnn2)C(C(=O)NC(C)(C)C)c2ccccc2)cc1 (configuration not stated)	6.3
COc1cc(C2C(C#N)=C(N)OC3=C2C(=O)CC(C)(C)C3)cc(Br)c1OC (configuration not stated)	6.2
CC(C)(C)NS(=O)(=O)c1ccc(CCC(=O)N2CCc3ccccc3C2)cc1	11.0
CCCN1CC=C2C(C#N)=C(N)C(C#N)(C#N)C(C(C)C)C2C1 (configuration not stated)	8.8
CON(C)c1nc(C2CCCCC2)c2cc(C)ccc2n1	6.0
Cc1cccc(NC(=O)c2cc3sccc3n2C)c1C	13.6
COCOc1cc(O)c(C(=O)/C=C/c2ccccc2)c(OCOC)c1	15.6
CCc1cc2cc3c(cc2nc1SCC(=O)NCc1cccs1)OCCO3	6.1
COc1cccc(N(CC(=O)Nc2ccc3c(c2)OCCO3)S(C)(=O)=O)c1	6.6
COc1ccc(OC)c(S(=O)(=O)N2CCC(C(=O)NCCO)CC2)c1	8.1
COc1ccc2c(c1)OC1(CCN(CC(O)c3c[nH]c4cc(C)ccc34)CC1)CC2O (configuration not stated)	7.5
O=C(CN(c1ccc(F)cc1)S(=O)(=O)c1ccc2c(c1)OCCO2)N1CCCCC1	4.5
NC(=O)Cn1nnc(-c2ccccc2NC(=O)C2CC2)n1	5.5
NS(=O)(=O)c1ccc(NC(=O)C2CCN(S(=O)(=O)c3ccccc3)CC2)cc1	12.4
Cc1cc2c(cc3c(=O)n(CC(=O)N(C)CCc4ccccn4)nc(C)n32)o1	9.0
CC(C)NC(=O)CN1C(=O)C(C)(C)Oc2ccc(C(=O)Nc3ccc(C(C)C)cc3)cc21	7.8
CC1CCN(C(=O)CSc2nnc3n(Cc4ccc(F)cc4)c4ccccc4n23)CC1	8.7
Cc1ccc2c(c1)cc(CN(Cc1ccco1)C(=O)N(C)C)c1nnnn12	17.8
CCOc1ccc(NC(=S)N(CCCO)Cc2cc3cccc(C)c3[nH]c2=O)cc1	13.0
CCCC(c1nnnn1CC1CCCO1)N(Cc1ccco1)Cc1cc2cccc(C)c2[nH]c1=O (configuration not stated)	10.8
CN1c2ncccc2C(=O)NC12CCN(C(=O)CCN1C(=O)C3CCCCC3C1=O)CC2 (configuration not stated)	3.6
COC(=O)c1ccc(S(=O)(=O)N(Cc2cc3cc4c(cc3[nH]c2=O)OCO4)C2CCCC2)cc1	12.1
Cc1cccc(C(=O)Nc2ccc(NC(=O)c3ccco3)c(C)c2)c1	8.5
COc1ccc(NC(=S)N(CCN(C)C)Cc2cc3c(C)ccc(C)c3[nH]c2=O)cc1	15.6
COC(=O)c1cccc(NC(=O)CSc2nnc3c4c(C)c(C)sc4nc(C(C)C)n23)c1	6.5
CC1(C)C2CCC(C2)C1(C)NC(=O)CN1CC=CCC1 (configuration not stated)	7.0
CCn1c(SCC(=O)O)nnc1-c1ccccc1Br	4.6
Cc1cc(C)c2[nH]c(=O)c(CN(C(=S)NCc3ccccc3)C3CCCCC3)cc2c1	15.8
CON(C)C(=O)Cn1nc(C)n2c(cc3occc32)c1=O	5.6
COc1cc2[nH]c(=O)c(C(=O)NCc3ccc(F)cc3)c(O)c2cc1OC	11.4
Cn1c(=O)oc2cc(S(=O)(=O)Nc3ccc(Cl)cc3)ccc21	6.6
Nc1ccc2sc(-c3cc(Cl)c(N)c(Cl)c3)nc2c1	34.8
CCN1C(=O)N[C@H](c2ccccc2)C(C(C)=O)=C1C	12.0
COc1ccc(N2CCN(c3ncnc4c3nnn4Cc3ccccc3)CC2)cc1	10.0
Cc1ccc(C)c2[nH]c(=O)c(CN(CCCO)C(=S)NCc3ccccc3)cc12	11.7
CCc1ccc2c(c1)C1(SC(NC(C)=O)=NN1C(C)=O)C(=O)N2C (configuration not stated)	5.5
Cc1cc(C)c(S(=O)(=O)N(CC(=O)NCc2ccncc2)C2CCCCC2)c(C)c1	25.1
COc1cc2[nH]c(=O)c(C(=O)NCc3ccc(C)cc3)c(O)c2cc1OC	8.7
O=C(CN1CCCC1)N1N=C(c2cccs2)CC1c1cccs1 (configuration not stated)	6.5
O=C(NCCc1nc(-c2ccccc2)no1)c1ccccc1	1.3
O=C(C1CCCCC1)N(Cc1ccco1)c1nc(-c2ccccc2)cs1	12.7
O=C(CSc1nnc(-c2cc3ccccc3cc2O)o1)Nc1cccc2ccccc12	9.2
Cc1cccc2cc(CN(C(=O)C3CC3)C3CCCC3)c3nnnn3c12	16.1

Other compounds follow:
SMILES	EP2 antag
O=C1Nc2ccc(Br)cc2C12OCCCO2	13.3
C(=N\Nc1nnc2c(n1)[nH]c1ccccc12)/c1cccnc1	20.9
CCOc1cc(NC(=O)C23CC4CC(CC(C4)C2)C3)c(OCC)cc1NC(=O)c1cccs1	8.3
Cn1c(SCC(=O)O)nnc1-c1ccccc1O	8.2
CC(=O)N1CCN(c2ccc(NC(=O)COc3ccc(C(C)(C)C)cc3)cc2)CC1	15.8
CCc1ccc(N2CC(C(=O)Nc3ccc(OC)cc3)CC2=O)cc1 (configuration not stated)	11.6
Cc1cc(C)c(C#N)c(SCC(=O)Nc2cccc(Cl)c2)n1	7.8
COc1cccc2cc(C(=O)Nc3ccc(S(=O)(=O)N4CCC(C)CC4)cc3)c(=O)oc12	10.1
Cc1ccc(-c2cc(C(=O)N3CCC(C)CC3)no2)cc1	8.8
Cc1ccc2nc(SCC(=O)N3CCCC3)c(C)cc2c1	11.1
CCCn1c(SCC(=O)Nc2c(C)cccc2CC)nnc1-c1ccncc1	13.4
Cc1ccc(CNC(=O)c2cc(-c3ccccc3)nn2CC2CC(c3cccnc3)=NO2)cc1 (configuration not stated)	6.7
CC1CC(C)CN(CC(O)c2ccc3c(c2)CCCN3S(C)(=O)=O)C1 (configuration not stated)	3.5
COCCCn1c(=N)c(C(=O)NC2CCCC2)cc2c(=O)n3cc(C)ccc3nc21	10.5
CSc1nc(O)c(C2CCCCC2)c(=O)[nH]1	6.5

Structures listed so far with a furan ring, fused or not (7):
SMILES	EP2 antag
CCC(C)(C)NC(=O)CN(Cc1ccco1)C(=O)C(=O)Nc1ccc2c(c1)OCCO2	7.6
Cc1cc2c(cc3c(=O)n(CC(=O)N(C)CCc4ccccn4)nc(C)n32)o1	9.0
Cc1ccc2c(c1)cc(CN(Cc1ccco1)C(=O)N(C)C)c1nnnn12	17.8
CCCC(c1nnnn1CC1CCCO1)N(Cc1ccco1)Cc1cc2cccc(C)c2[nH]c1=O (configuration not stated)	10.8
Cc1cccc(C(=O)Nc2ccc(NC(=O)c3ccco3)c(C)c2)c1	8.5
CON(C)C(=O)Cn1nc(C)n2c(cc3occc32)c1=O	5.6
O=C(C1CCCCC1)N(Cc1ccco1)c1nc(-c2ccccc2)cs1	12.7

The list continues.
SMILES	EP2 antag
COc1ccccc1-n1c(C)nnc1SCC(=O)Nc1ccc(C)c(Cl)c1	10.3
C[C@@H]1CC[C@H]2C(C)(C)C3CC12CC[C@@]3(C)O (some centres not stated)	11.1
Cc1ccc2[nH]c(=O)c(CN(C(=O)c3ccco3)C3CCCCC3)cc2c1	12.2
Cc1cccc2cc(CN(Cc3ccccc3)C(=S)NCc3ccco3)c(=O)[nH]c12	13.2
CCc1cccc(NC(=O)CSc2nc3ccccc3n2CC(=O)N2CCCC2)c1	6.7
CCCC1c2cccn2CCN1Cc1ccc(OCC(=O)N2CCOCC2)cc1 (configuration not stated)	7.3
CC(C)(C)OC(=O)N1CCC2(CC1)Oc1ccc(Cl)cc1C(=O)C21CC(c2ccc(Cl)cc2)=NO1 (configuration not stated)	9.7
COc1ccc(CN2CCc3c(nc(N4CCC(C)CC4)[nH]c3=O)C2)c(O)c1	3.0
Cc1cc2ccccc2n1CCCNS(=O)(=O)c1ccc2[nH]c(=O)[nH]c(=O)c2c1	8.8
COc1ccccc1CN(Cc1ccnc(N2CCOCC2)n1)CC1CCCO1 (configuration not stated)	0.3
C[C@@H]1CCCN(CP(=O)(c2ccccc2)c2ccccc2)C1	10.2
CC(C)(C)C(=O)NC1CC2CCCC(C1)N2C(=S)Nc1ccc(F)cc1 (configuration not stated)	16.0
COc1cc(C(C)=O)ccc1OCC(O)CN1CCN(c2cc(C)cc(C)c2)CC1 (configuration not stated)	12.0
COc1cc2c(cc1OC)C(c1ccccc1)N(Cc1ccc(OCCO)cc1)CC2 (configuration not stated)	7.3
CCN(CC)CCNc1nc2c(c(=O)[nH]c(=O)n2C)n1Cc1ccccc1C	5.9

2 entries from above, field by field:
smiles: CC(C)(C)OC(=O)N1CCC2(CC1)Oc1ccc(Cl)cc1C(=O)C21CC(c2ccc(Cl)cc2)=NO1 (configuration not stated)
  EP2 antag = 9.7
smiles: Cc1cc2ccccc2n1CCCNS(=O)(=O)c1ccc2[nH]c(=O)[nH]c(=O)c2c1
  EP2 antag = 8.8

Next section.
SMILES	EP2 antag
O=C(O)c1ccc(NCc2nc3cc4ccccc4cc3[nH]2)cc1	10.5
COCCOc1nc2c(c(=O)n(C)c(=O)n2C)n1Cc1cccc2ccccc12	8.6
COc1ccc(-n2nnnc2SCC(=O)NCCc2ccccc2)c(OC)c1	15.4
O=C(Nc1ccccc1N1CCN(C(=O)c2ccccc2)CC1)c1ccco1	6.6
CN1CCN(c2ccc(NC(=O)c3ccc(Cl)cc3)cc2)CC1	16.8
Cc1ccc(C(=O)Nc2ccc(NC(=O)c3ccco3)c(C)c2)c(C)c1	9.5
Cc1ccc2[nH]c(=O)c(CN(Cc3cccnc3)C(=O)Nc3ccccc3Cl)cc2c1	6.5
Cc1ccc(-c2cc(C(=O)NC3CCCCC3)no2)cc1	8.9
Nc1c(-c2ccc(F)cc2)nc2cnccn12	7.3
COc1ccc(-c2nnc(SCC(=O)N3c4ccccc4CC3C)o2)cc1OC (configuration not stated)	3.2
CCC(CC)C(=O)N1C2CCC1CC(O)(c1cccnc1)C2 (configuration not stated)	5.7
COc1ccc(-c2ccc(Nc3ccccc3Br)nn2)cc1OC	10.0
COc1ccc(-c2nc3cnccn3c2NCc2ccc(C)cc2)cc1CO	10.9
Cc1cc(C)c(NC(=O)C2CCCN(c3ncccn3)C2)c(C)c1 (configuration not stated)	8.9
O=C(COc1ccc(S(=O)(=O)NCc2ccccc2)cc1Cl)N1CCCCC1	9.9

Next section (4 carried over from the part before).
SMILES	EP2 antag
COc1ccc(-c2ccc(Nc3ccccc3Br)nn2)cc1OC	10.0
COc1ccc(-c2nc3cnccn3c2NCc2ccc(C)cc2)cc1CO	10.9
Cc1cc(C)c(NC(=O)C2CCCN(c3ncccn3)C2)c(C)c1 (configuration not stated)	8.9
O=C(COc1ccc(S(=O)(=O)NCc2ccccc2)cc1Cl)N1CCCCC1	9.9
Cn1c(=O)[nH]c(=O)c2c1nc(NCCCO)n2CCO	11.6
COc1ccc(Cl)cc1NC(=O)CSc1nc2c(C)ccc(C)c2cc1C#N	10.4
COc1ccc(NC(=O)c2ccco2)cc1NC(=O)COc1cccc(C)c1C	11.5
CCOC(=O)c1cccc(NC(=O)CSc2nc3c(c(=O)n(C)c(=O)n3C)n2CC)c1	12.7

An excerpt (hit frequency here may not be typical).
